EPAC1 agonist = activates human EPAC1 exchange factor; O95398; EPAC1 agonist qHTS, biochemical assay; response scale: 100% = response to 6.5 mM cAMP; Potency, µM (doses to about 154 µM), inactives show top-dose activation, hits mostly activators; 0.073% of 360,000 active; note: potency is the fitted concentration of half-maximal effect; nearly all actives have a fitted effect of over 60% in size
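EPAC1 100 nM, Rap1B–BODIPY-GDP 250 nM, unlabeled GDP 50 uM; compound titration; 5 min RT; kinetic read ex480/em540 at 5-min intervals ×30 min; data normalized to 6.5 mM cAMP agonist control.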
Abeta rescue = compounds reversing amyloid beta toxicity in yeast; Potency, µM (highest dose often 46.1 µM), inactives show at the highest dose growth rescue, most hits filed as activators; yeast expressing A-beta42, growth rescue, OD600, 48 h; response scale: 0% DMSO, 100% iron-clioquinol control; 0.063% of 410,000 active; AID 1347071; note: potency is the fitted concentration of half-maximal effect; nearly all actives have a fitted effect of over 55% in size
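Growth rescue measured by 600 nm absorbance after 48 h yeast culture at 30 C with compound. Values normalized between DMSO and an equimolar ferric chloride plus clioquinol control.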
FUS yeast rescue = FUS proteinopathy suppression in yeast | S. cerevisiae FUS-expressing, growth rescue, OD600, 24 h | Potency, µM (doses to about 76.6 µM), for the others: at the highest dose growth rescue (activation), usual class: activators | 0.24% of 390,000 active;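 note: potency is the fitted concentration of half-maximal effect; plate controls were DMSO vehicle for no effect and reference control for full effect; nearly all actives have a fitted effect of over 55% in size; some results filed as inactive show a strong effect at the top dose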
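FUS-expressing yeast, raffinose-pregrown, induced in 2% galactose minimal medium at OD 0.005; compounds in a dilution series, 24hr at 30C. Growth restoration read as absorbance at 600 nm. CP55940 positive control, DMSO negative.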
PLK1 PBD inh = blocks phosphopeptide binding to human PLK1 polo-box domain; 2.8% of 360,000 active; P53350; Potency, µM, without a hit: max response, negative = inhibition, most hits filed as inhibitors; Plk1 PBD binding of FITC phosphopeptide, fluorescence polarization; note: potency is the fitted concentration of half-maximal effect; series mostly up to about 57 µM; % is set by controls: 0 for no effect and ±100 for the full control effect; nearly all actives have a fitted effect of over 65% in size
Target sequence (P53350 whole entry, looked up, the tested form may be a part): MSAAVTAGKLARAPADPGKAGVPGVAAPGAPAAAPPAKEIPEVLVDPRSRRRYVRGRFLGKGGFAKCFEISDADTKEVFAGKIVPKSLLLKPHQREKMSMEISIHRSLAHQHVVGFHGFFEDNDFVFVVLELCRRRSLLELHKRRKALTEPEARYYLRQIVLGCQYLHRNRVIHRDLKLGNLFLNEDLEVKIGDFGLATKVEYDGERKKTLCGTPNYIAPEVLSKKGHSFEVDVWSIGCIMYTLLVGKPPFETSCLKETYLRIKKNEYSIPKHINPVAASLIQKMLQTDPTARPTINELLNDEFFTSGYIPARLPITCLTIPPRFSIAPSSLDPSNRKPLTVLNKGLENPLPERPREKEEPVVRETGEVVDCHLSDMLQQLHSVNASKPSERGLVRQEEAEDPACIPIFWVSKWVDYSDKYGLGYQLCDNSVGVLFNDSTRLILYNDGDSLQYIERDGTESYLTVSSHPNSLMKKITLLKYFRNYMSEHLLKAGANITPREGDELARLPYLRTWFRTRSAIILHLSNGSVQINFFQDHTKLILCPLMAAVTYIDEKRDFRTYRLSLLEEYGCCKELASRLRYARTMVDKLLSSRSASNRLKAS
PI5P4Ka inh = inhibitors of human PI5P4K alpha; P48426; PI5P4Kalpha enzyme, ADP-Glo luminescence, 60 min; hits give low values; AID 652105; 1.2% of 330,000 active; max response, %; active = max response of -50% or lower; inconclusive = between -30% and -50%; inactive = -30% or higher; note: value at the top dose of about 77 µM; % is set by controls: 0 for no effect and ±100 for the full control effect
Target sequence (P48426 whole entry, looked up): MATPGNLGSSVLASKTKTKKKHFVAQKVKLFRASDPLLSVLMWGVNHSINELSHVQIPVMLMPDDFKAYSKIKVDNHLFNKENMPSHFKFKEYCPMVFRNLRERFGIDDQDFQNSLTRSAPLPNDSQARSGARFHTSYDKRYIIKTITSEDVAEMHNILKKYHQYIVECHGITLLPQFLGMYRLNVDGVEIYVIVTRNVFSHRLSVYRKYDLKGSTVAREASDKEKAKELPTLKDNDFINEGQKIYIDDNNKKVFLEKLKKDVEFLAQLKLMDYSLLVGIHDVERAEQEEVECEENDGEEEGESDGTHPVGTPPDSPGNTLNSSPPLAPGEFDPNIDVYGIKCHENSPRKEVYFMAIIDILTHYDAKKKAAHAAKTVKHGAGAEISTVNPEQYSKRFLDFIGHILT
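Quantitative HTS of the MLSMR library against PI5P4Kalpha with substrate. ATP added last at 5 microM final; room temperature, 60 minutes. Remaining ATP depleted, ADP converted and read as luminescence.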
IL-2 act = IL-2 activation; IL-2 activation reporter assay, cell-based qHTS; stimulated with anti-CD3/CD4/CD28 beads; in transgenic mouse T cells; activation, % (series mostly up to about 46 µM); 0.065% of 360,000 active; AID 652025; in the data active = activation above about 50%; inconclusive = mostly about 30% to 49%; note: 0% is about no effect
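Readout is EGFP and DsRed signal by fluorescent plate cytometry after 18 h at 37 degrees C. Transgenic mouse T cells (750/well) received compound for 60 min before bead stimulation (anti-CD3, anti-CD4, anti-CD28); memory T cells served as non-tolerant control.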
EPAC1 antag = EPAC1 (human) antagonism; O95398; EPAC1 GEF assay, Rap1b-BODIPY-GDP exchange fluorescence; Potency, µM (highest dose often 115 µM), for inactives: at the highest dose activity change, negative = inhibition, hits mostly inhibitors; 0.14% of 360,000 active;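 note: potency is the fitted concentration of half-maximal effect; plate controls were vehicle for no effect and positive control for full effect; nearly all actives have a fitted effect of over 50% in size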
WRN helicase inh = blocks human WRN helicase. AID 651768. Potency, µM (doses to about 114 µM), inactives show top-dose activity change, negative = inhibition, actives largely listed as inhibitors. Q14191. 0.46% of 360,000 active. WRN helicase unwinding, fluorescent forked duplex, kinetic; note: potency is the fitted concentration of half-maximal effect; % is set by controls: 0 for no effect and ±100 for the full control effect; nearly all actives have a fitted effect of over 55% in size
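Kinetic red-fluorescence monitoring (525/598 nm) tracks WRN helicase activity after 100 nM fluorophore-quencher forked duplex and 2 mM ATP are added to 20 nM enzyme pretreated 15 min at room temperature with compound.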
* = called active by the depositor; ? = inconclusive; · = no result given; [ ] = remark or other dose. Unless noted, calls come from the whole dose curve; as a rule, active = well fitted curve in the direction sought with a large enough effect; inconclusive = small, poorly fitted or top-dose-only effect, or another doubt; inactive = no such curve, though single readings can be large; an effect the other way counts as inactive or inconclusive.

SMILES	EPAC1 agonist	Abeta rescue	FUS yeast rescue	PLK1 PBD inh	PI5P4Ka inh	IL-2 act	EPAC1 antag	WRN helicase inh
O=C(CSc1nnnn1-c1cccc(O)c1)NC1CC1	10%	0%	4%	-17%	-14	-2.4	-5%	8%
Cc1ccc(OCCCCn2cnc3ccccc32)c(C)c1	10%	1%	1%	2%	9	-2.2	-13%	-6%
CC(C)N(C(=O)[C@H]1C[C@H](CC(=O)NCCN2CCOCC2)C(=O)N2CCc3c([nH]c4cc(-c5ccco5)ccc34)[C@]12C)C(C)C	-5%	5%	24%	-14%	9	-0.3	-14%	6%
COC(=O)[C@]1(C)N[C@H](CN(C)C(=O)Nc2ccc(OC)cc2)[C@@H]2C(=O)N(C)C(=O)[C@@H]21	-27%	-13%	-16%	-11%	1	-0.1	26%	1%
O=C(Nc1ccc(Cl)cn1)c1ccccc1SCc1ccccc1	-2%	25%	-4%	-9%	6	0.7	-7%	-26%
c1ccc(CSc2ccc(-c3ccccn3)nn2)cc1	0%	-49%[inhibitor]	-14%	-3%	-17	-3.5	-17%	-19%
COc1ccc(N=C2C(=Nc3ccc(OC)cc3)N(c3ccc(OC)cc3)C(=S)N2c2ccccc2)cc1	11%	3%	7%	0%	·	-2.8	6%	-1%
COc1ccc(CC(=O)Nc2ccc3c(c2)CCC3)cc1	0%	7%	·	-6%	1	0.3	10%	-3%
COc1ccc(C2CC3(CC(C)(C)NC(=O)N3)Oc3cc(O)ccc32)cc1 (stereo unspecified)	4%	15%	10%	1%	1	-1.3	-13%	0%
O=C1N2CCSC2=NC1(Nc1nccs1)C(F)(F)F (stereo unspecified)	5%	2%	-22%	-3%	·	-1.1	15%	-8%
CC(OC(=O)c1cccc(N(C)C)c1)C(=O)N1CCc2ccccc2C1 (stereo unspecified)	1%	-21%	·	2%	18	-2.2	4%	9%
COc1cccc(NC(=S)Nc2ccc(F)cc2)c1	-12%	6%	-2%	-16%	-9	-0.7	14%	21%
COc1ccc(-c2ccc(C#N)c(SCC(=O)OCc3ccccc3)n2)cc1OC	11%	7%	4%	5%	11	0.4	-5%	-8%
NC(=O)C1CCN(CC(=O)NCc2ccccc2)CC1	0%	-5%	9%	-11%	-1	-2.8	-8%	7%
Cc1cccc(C(=O)NCC(=O)NNC(=O)c2ccccc2O)c1	10%	-16%	9%	1%	2	0.9	-27%	-9%
CN(C)CCNC(=O)Cn1nc(-c2ccc(Cl)cc2)ccc1=O	-6%	7%	1%	-1%	-5	2.3	-2%	9%
Cn1c(CNC(=O)c2ccccc2F)nnc1SCC(=O)Nc1nnc(C2CC2)s1	6%	-5%	18%	-17%	-1	0.9	2%	9%
COCCn1cnc2c1c(=O)n(CC#N)c(=O)n2Cc1ccccc1	0%	-12%	-10%	5%	7	0.4	14%	-6%[57.1 µM]
CCOC(=O)C1CCN(Cc2cc(=O)oc3cc(C)ccc23)CC1	16%	3%	-24%	-3%	0	1.1	6%	-8%
COc1cc(S(=O)(=O)N2CCC(C(N)=O)CC2)c(C)cc1C	10%	-5%	-13%	-7%	·	-1.7	-3%	-13%
CC(C)CC1C(C#N)=C(N)OC2=C1C(=O)CC(c1ccccc1)C2 (stereo unspecified)	0%	1%	-3%	-1%	-8	0.8	-5%	-12%
Nc1nc2ccc(C(=O)Nc3ccc(N4CCOCC4)cc3)cc2s1	5%	0%	·	-5%	-11	-1.1	6%	-11%
COc1ccc(C(=O)N2CCc3[nH]nc(-c4ccccc4)c3C2)cc1	-1%	-9%	5%	0%	-3	-0.4	-13%	-4%
O=C(COC(=O)c1ccc(N2CCCC2=O)cc1)Nc1ccccc1	3%	-8%	-2%	-7%	5	-0.3	-1%	-5%
C=CCn1c(C)cc(C(=O)CSc2nnc3c(Cl)cc(Cl)cn23)c1C	-6%	-3%	10%	-11%	-10	2.4	-15%	1%
CC(C)C(=O)Nc1nnc(CCN2CCOCC2)s1	9%	-2%	25%	-18%	·	-2.5	8%	13%
Cc1cccc(NC(=O)N2CCCCCC2)c1	-2%	4%	-2%	3%	4	-1.3	15%	11%
CCOC(=O)c1ccc(NC(=O)C2=C(C)Nc3nc(CCCO)nn3C2c2cccc(C)c2)cc1 (stereo unspecified)	-4%	19%	-10%	1%	2	-2.3	-12%	2%
COc1ccc(OCc2cc(C(=O)NCC3CCCCO3)no2)c(Cl)c1 (stereo unspecified)	10%	16%	7%	30µM*	-1	0.8	-10%	2%
Cc1ccccc1NS(=O)(=O)c1nnc(NC(=O)CC(C)C)s1	-6%	-19%	-20%	-4%	3	-2.8	16%	8%
CCCCc1cc(=O)oc2cc(C)cc(OCC(=O)O)c12	2%	0%	22%	-6%	·	-3.7	19%	10%
Cc1ccc(-c2csc3nc(SCC(N)=O)n(Cc4ccccc4)c(=O)c23)cc1	-14%	26%	·	-3%	-3	0.7	-4%	-15%
CCCCn1c(N)c(N(CCOC)C(=O)c2ccc(S(=O)(=O)N3CCCCC3)cc2)c(=O)[nH]c1=O	-8%	-3%	11%	-6%	-5	-0.6	-12%	7%
COC(=O)c1c(C)nn(-c2ccccc2)c1-n1cccc1	13%	-1%	16%	-6%	-1	-1.2	0%	-1%
O=C(Oc1c(-c2ccccc2)c(=O)n2c3c(cccc13)CC2)c1ccc(F)cc1	4%	-11%	11%	-8%	3	0.2	-18%	-6%
Cc1cc(NC(=O)CS(=O)(=O)c2cn(Cc3ccccc3Cl)c3ccccc23)no1	22%	15%	?	-7%	·	-0.1	-20%	-8%
Cc1ccc(-c2nnc(N3CCN(CCO)CC3)c3ccccc23)cc1	-2%	-9%	16%	-9%	-5	-1.5	-1%	-1%
C=CCn1c(SCC(=O)NC)nnc1C12CC3CC(CC(C3)C1)C2	-2%	-4%	1%	-12%	4	-1.6	-10%	12%
Cc1cc(-c2nnnn2-c2ccc(C(F)(F)F)cc2)no1	-2%	-2%	-5%	-7%	-7	-0.4	-7%	-21%
COc1ccc(CC(=O)OCC(=O)Nc2ccc(Cl)cn2)cc1	2%	-2%	1%	-8%	-4	0.2	4%	10%
CCOC(=O)c1cccc(NC(=O)c2cncc(Br)c2)c1	8%	-3%	·	-12%	4	-1.8	?	0%[11.6 µM]
COc1cccc(Cn2cccc(NC(=O)NCc3ccccc3)c2=O)c1	-6%	1%	23%	-17%	1	-5.0	4%	11%
CN(Cc1ccco1)C(=O)c1cccc(S(=O)(=O)N2CCN(Cc3ccccc3)CC2)c1	3%	-5%	-6%	-6%	10	-0.4	-1%	-6%
O=C(CSc1ccc2nnc(-c3ccccc3)n2n1)N1CCCCC1	-1%	-8%	6%	-15%	6	-4.7	-12%	-18%
CC1CCN(C(c2ccc(N(C)C)cc2)c2nnnn2Cc2ccccc2)CC1 (stereo unspecified)	-1%	13%	-19%	-3%	2	-0.1	-6%	-5%
COC(=O)c1ccc2c(=O)n(Cc3ccco3)c(SCC(=O)Nc3ccccc3Cl)nc2c1	-13%	3%	1%	-11%	0	-2.9	-1%	-2%
COc1ccc(OC(C)c2nnc(N)s2)cc1 (stereo unspecified)	-11%	5%	-16%	-2%	4	-2.8	-9%	4%
Cc1ccc(Cl)cc1N1CCN(C(=O)c2noc(C)c2[N+](=O)[O-])CC1	9%	-10%	43%	-5%	-20	-4.5	13%	-7%
CCN1CCN(Cc2c(O)c(Cl)cc3c(C)cc(=O)oc23)CC1	-3%	19%	20%	-3%	·	1.4	5%	-13%
CCOc1ccc(NC(=O)CN(C)C(=O)c2cn(-c3ccc(C)cc3)nc2-c2cccc(OC)c2)cc1OCC	7%	-6%	·	2%	10	-2.7	-11%	-7%
C=CCc1c(C)nc(C)nc1N/N=C/c1ccc(F)cc1	7%	-9%	-17%	-5%	-7	0.8	-1%	-14%
Nc1nonc1-n1nnc(C(=O)N/N=C/c2cccs2)c1CSc1ccccc1	4%	19%	-13%	-13%	-16	5.1	-5%	-2%[11.6 µM]
CCCN1CCN(C(=S)Nc2ccc3nc(N4CCN(CC)CC4)cc(C)c3c2)CC1	9%	-12%	3%	-2%	0	4.8	5%	-4%
Nc1nc(SCC(=O)Nc2ccc([N+](=O)[O-])cc2Br)n[nH]1	3%	13%	-11%	-12%	-2	1.6	-9%	1%
COc1ccc(-c2cc(-c3ccc(Cl)cc3)n[nH]2)c(O)c1	4%	14%	-3%	0%	2	-1.7	1%	-5%
CC1CCCC(NC(=O)c2nn(C)c3c2CS(=O)(=O)c2ccccc2-3)C1C (stereo unspecified)	1%	·	29%	-4%	0	1.1	-12%	-4%
Cc1sc2ncn(CC(=O)Nc3c(F)cccc3F)c(=O)c2c1S(=O)(=O)N1CCC(C)CC1	7%	2%	3%	0%	0	1.7	19%	15%
COCCNC(=S)NN=C1CCCCC1	-10%	4%	1%	-15%	1	-1.2	-6%	9%
Cc1ccc(Nc2nc(-c3ccc(C)cc3)c(CC(=O)O)s2)cc1	-1%	-3%	35%	-16%	0	0.7	-6%	9%
Cc1cccnc1NC(=O)CCc1nnc2ccc(N3CCC4(CC3)OCCO4)nn12	6%	3%	-24%	-2%	-1	-0.2	-2%	6%

Going on with the list.
SMILES	EPAC1 agonist	Abeta rescue	FUS yeast rescue	PLK1 PBD inh	PI5P4Ka inh	IL-2 act	EPAC1 antag	WRN helicase inh
O=c1nc(-c2ccccc2)cc(-c2ccccc2)[nH]1	-5%	-4%	8%	-6%	0	-3.5	0%	3%
CN(C)CCN1CCN(C2CN(Cc3cn(Cc4ccccc4)nn3)S(=O)(=O)C2)CC1 (stereo unspecified)	8%	0%	-6%	-9%	-1	-0.6	-1%	-2%
Cn1c(=O)c2c(nc(CO)n2C)n(C)c1=O	-1%	-4%	39%	-12%	3	-0.6	-10%	13%
CCc1ccc(C(=O)N/N=C(\C)c2cccnc2)s1	6%	8%	-8%	4%	-5	-1.0	-11%	2%
COc1ccc(NC(=O)/C(=C\c2ccc3c(c2)OCO3)NC(C)=O)cc1	4%	-12%	6%	-9%	-1	-1.4	?	-3%

One compound at a time (already shown):
O=c1nc(-c2ccccc2)cc(-c2ccccc2)[nH]1 as listed: EPAC1 agonist: -5%; Abeta rescue: -4%; FUS yeast rescue: 8%; PLK1 PBD inh: -6%; PI5P4Ka inh: 0; IL-2 act: -3.5; EPAC1 antag: 0%; WRN helicase inh: 3%
CN(C)CCN1CCN(C2CN(Cc3cn(Cc4ccccc4)nn3)S(=O)(=O)C2)CC1 (stereo unspecified) as listed: EPAC1 agonist: 8%; Abeta rescue: 0%; FUS yeast rescue: -6%; PLK1 PBD inh: -9%; PI5P4Ka inh: -1; IL-2 act: -0.6; EPAC1 antag: -1%; WRN helicase inh: -2%
